# ZTA DNA inh: counter-screen for EBNA-1 inhibitors: inhibitors of Epstein-Barr virus ZTA; ZTA-DNA binding, fluorescence polarization; inhibition, % at 11 µM; actives 0.15% (n = 320,000); AID 2234; in the data active means inhibition above about 33%
# Target sequence (P03206 whole entry, looked up): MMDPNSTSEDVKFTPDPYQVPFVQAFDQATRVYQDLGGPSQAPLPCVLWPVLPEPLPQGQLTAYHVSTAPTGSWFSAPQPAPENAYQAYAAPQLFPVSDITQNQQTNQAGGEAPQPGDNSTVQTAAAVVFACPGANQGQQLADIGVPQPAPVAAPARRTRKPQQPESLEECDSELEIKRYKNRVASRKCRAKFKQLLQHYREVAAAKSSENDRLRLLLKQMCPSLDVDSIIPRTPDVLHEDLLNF
# LYPLA1 counter: blocks human lysophospholipase 1, a PME1 counter-screen; inhibition, % at 5.9 µM; actives 0.16% (n = 320,000); O75608; recombinant LYPLA1, FP-Rh probe fluorescence polarization; AID 2174;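 active means inhibition above the mean of all tested compounds plus 3 SD, set per campaign, cut at about 14% in these data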;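 further: inhibitors block serine hydrolase probe labeling of LYPLA1 so polarization falls; 0% = enzyme with DMSO and 100% = wells lacking LYPLA1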
# PAD4 FP inh: PAD4 (human) enzyme inhibition | Q9UM07 | recombinant PAD4, RCA probe fluorescence polarization | inhibition, % at 6.36 µM | actives 0.41% (n = 330,000);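 active means percent inhibition above a cutoff equal to the mean of all tested compounds plus 3 SD, cut at about 15% in these data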;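 further: 0% = PAD4 with RCA probe and DMSO and 100% = probe without PAD4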
# PAFAH1B3 FP inh: blocks human PAF acetylhydrolase 1B catalytic subunit 3; recombinant PAFAH1B3, FP-rhodamine probe, fluorescence polarization; inhibition, % at 3.39 µM; actives 0.28% (n = 340,000); AID 492972;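 active means inhibition above the screen-wide average of all tested compounds plus 3 SD, cut at about 25% in these data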;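 further: 0% = enzyme with DMSO only and 100% = wells lacking PAFAH1B3 protein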
# Target sequence (Q15102 whole entry, looked up): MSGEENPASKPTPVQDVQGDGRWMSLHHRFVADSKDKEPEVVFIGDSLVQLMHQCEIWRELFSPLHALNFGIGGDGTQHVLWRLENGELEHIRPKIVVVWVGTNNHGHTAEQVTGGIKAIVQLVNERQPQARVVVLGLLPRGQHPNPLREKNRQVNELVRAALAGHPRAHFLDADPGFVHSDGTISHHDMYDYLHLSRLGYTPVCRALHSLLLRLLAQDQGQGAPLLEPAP
# PREPL inhibitor: human PREPL enzyme inhibition. Q4J6C6. recombinant PREPL, fluorescence polarization activity-based probe. inhibition, % at 5.96 µM. actives 0.68% (n = 320,000). AID 2751; in the data active means inhibition above about 43%;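 further: 0% = enzyme with DMSO and 100% = wells lacking enzyme; many of its hits are not listed in these tables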
# LYPLA2 inh: blocks human lysophospholipase 2, a PME1 counter-screen. inhibition, % at 5.9 µM. AID 2177. recombinant LYPLA2, FP-Rh probe fluorescence polarization. actives 0.38% (n = 320,000);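 active means inhibition above the screen-wide mean plus 3 SD, limit set per campaign, cut at about 26% in these data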;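 further: 0% = LYPLA2 with DMSO and 100% = wells lacking LYPLA2 enzyme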
# Target sequence (O95372 whole entry, looked up): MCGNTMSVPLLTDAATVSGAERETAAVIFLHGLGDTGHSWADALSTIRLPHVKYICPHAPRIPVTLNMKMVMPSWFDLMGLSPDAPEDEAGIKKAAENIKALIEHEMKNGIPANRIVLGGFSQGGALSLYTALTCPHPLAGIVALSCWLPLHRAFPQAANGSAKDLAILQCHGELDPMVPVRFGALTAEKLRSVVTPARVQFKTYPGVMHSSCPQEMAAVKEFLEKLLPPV
# EBNA-1 inh: blocks EBNA-1 binding to DNA | inhibition, % at 14.8 µM | actives 0.34% (n = 300,000) | AID 1950 | EBNA-1 DNA binding, fluorescence polarization; in the data active means inhibition above about 28%
# PAFAH2 FP inh: PAFAH2 (human) inhibition; Q99487; recombinant PAFAH2, FP-rhodamine activity probe, fluorescence polarization; inhibition, % at 3.39 µM; actives 0.99% (n = 340,000); AID 492956;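 active means inhibition above the mean over all tested compounds plus 3 SD, cut at about 30% in these data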;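 further: inhibitors block probe labeling of enzyme so polarization drops; 0% = enzyme with DMSO and 100% = wells lacking PAFAH2 protein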
# GSTO1 counter: counter-screen for RBBP9 inhibitors: inhibitors of human GSTO1. P78417. recombinant GSTO1, activity-based probe fluorescence polarization. inhibition, % at 5.96 µM. actives 1.1% (n = 300,000);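 active means inhibition above the campaign mean inhibition plus 3 SD, cut at about 35% in these data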;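 further: 0% = GSTO1-1 with DMSO and 100% = wells lacking GSTO1-1 enzyme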
# Target sequence (P78417 whole entry, looked up): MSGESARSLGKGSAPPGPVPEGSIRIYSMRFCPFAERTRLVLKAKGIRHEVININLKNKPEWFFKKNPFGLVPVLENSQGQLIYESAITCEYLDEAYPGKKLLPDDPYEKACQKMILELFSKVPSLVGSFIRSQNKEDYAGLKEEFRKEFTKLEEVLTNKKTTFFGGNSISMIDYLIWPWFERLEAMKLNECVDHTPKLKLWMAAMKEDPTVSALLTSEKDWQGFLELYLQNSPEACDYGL
# * marks the source's active call; other numbers are inactive results; nt = no result given.
mol	ZTA DNA inh	LYPLA1 counter	PAD4 FP inh	PAFAH1B3 FP inh	PREPL inhibitor	LYPLA2 inh	EBNA-1 inh	PAFAH2 FP inh	GSTO1 counter
COc1cccc(C(=O)Nc2ccc(S(=O)(=O)Nc3onc(C)c3C)cc2)c1	-8	-2	-4	3	5	-3	-8	-1	-5
CCOC(=O)Cn1nc(C)n(-c2ccc(Br)cc2)c1=O	-10	-1	6	1	-5	0	-11	1	4
COc1ccc(C2C(C(C)=O)=C(O)C(=O)N2c2ccc(C)cc2)cc1 (configuration not stated)	4	1	-13	1	-4	1	-16	-7	-8
CSc1ccc(N2CCN(CCCNC(=O)Nc3ccccc3F)CC2)cc1	-5	0	0	5	38	6	8	3	0
O=C(c1ccco1)N1CCN=C1SCc1cccc(Cl)c1	-11	0	-10	-1	-1	-2	-5	3	0
COc1ccc(N2C(=NC(=O)CCC3CCCC3)SC3CS(=O)(=O)CC32)cc1 (configuration not stated)	2	2	-1	3	2	0	2	2	3
Cc1ccc(C(=O)O)cc1N1C(=O)CCCC1=O	-6	3	-5	10	-14	4	1	-1	2
CCOc1ccc(-c2[nH]ncc2Oc2ccccc2OC)c(O)c1	-1	-10	-5	11	4	-6	1	3	-7
CCOC(=O)c1c(NC(=O)CCC(=O)O)sc2c1CCCCC2	7	-2	4	19	0	3	-6	7	1
c1ccc(-c2ccc3c(n2)CCCO3)cc1	-1	-3	1	0	2	-1	-1	-5	4
CC(=O)Nc1ccc(OCC(O)Cn2nc(C)c(C(C)=O)c2C)cc1 (configuration not stated)	-1	1	0	12	10	1	14	-1	4
O=c1cc(-c2ccccc2)nc2cc(-c3ccc(F)cc3)[nH]n12	-2	-2	-3	10	10	4	15	64*	-17
Cc1ccc(NC(=O)COC(=O)CN2C(=O)c3ccccc3C2=O)cc1	11	1	-2	11	-13	1	nt	11	nt
COn1c(SCc2ccc(C)cc2C)nc2ccccc2c1=O	8	0	-3	2	26	3	-9	-2	-6
CCc1c(O)nc(SCC(=O)NC(C)(C)C)n(-c2ccccc2)c1=O	-7	3	-4	1	-3	0	-2	0	2
CCCCn1c(=N)n(CC(=O)O)c2ccccc21	-4	-4	-6	2	8	-5	-18	-3	-3
CC(C(N)=O)N1c2cccc3cccc(c23)S1(=O)=O (configuration not stated)	6	-1	-3	7	2	-2	2	5	1
COc1ccccc1CNC(=O)c1ccc(OCC2CCCO2)cc1 (configuration not stated)	-4	2	0	6	6	3	3	-1	0
O=S(=O)([N-]c1nc2ccccc2nc1-[n+]1ccccc1)c1ccc(Cl)cc1	-13	0	-2	8	5	4	2	-4	-36
O=C(Nc1cccc(S(=O)(=O)N2CCOCC2)c1)c1ccc(Cl)c([N+](=O)[O-])c1	-3	1	1	0	5	14	13	-3	5
CCNc1nc(NC(C)C)nc(Nn2cnnc2)n1	5	-1	2	-1	5	4	5	-4	8
CCNC(=O)/C(=C/c1ccc2c(c1)OCO2)NC(=O)c1ccc(Br)cc1	-6	-3	6	4	3	-1	12	-2	-1
NC(=S)N/N=C/c1ccc(-c2cc(Cl)c(Cl)cc2Cl)o1	-12	-3	-5	9	8	3	20	15	-10
Cc1ccc(S(=O)(=O)N(CC(=O)NCc2ccncc2)C2CCCCC2)cc1	3	-3	7	1	-1	-4	12	3	4
CC1Cc2ccccc2N1S(=O)(=O)c1c(N)n(C)c(=O)n(C)c1=O (configuration not stated)	-2	0	-2	6	-4	1	5	-7	5
Cc1cc(NC(=O)CSc2nnc(-c3ccco3)o2)no1	6	5	3	11	2	7	-9	8	7
CCOc1cc(C#N)ccc1OCC(=O)N1CCN(C(=O)c2cccs2)CC1	2	0	-2	6	3	5	nt	1	nt
CCOC(=O)C1CCCN(S(=O)(=O)c2ccc(S(=O)(=O)N3CCCC3)cc2)C1 (configuration not stated)	2	-3	-2	7	-2	1	-3	15	-2
CCC(C(=O)Nc1ccccc1)c1ccccc1 (configuration not stated)	-7	4	-6	6	1	14	4	10	2
CCCCCc1c(O)c2ccccc2[nH]c1=O	-7	3	-7	9	-3	-2	-7	2	-1
CCCCN(CC)C(=O)c1ccccc1Oc1ccccc1	8	1	-3	-11	2	1	16	2	-1
CCC(CC)NC(=O)c1cc(S(=O)(=O)N2CCCCC2)ccc1N1CCOCC1	11	-4	2	11	1	-2	nt	2	nt
Cc1ccc(C)c(N(CC(=O)NC2CCCCC2)C(=O)CNC(=O)c2ccco2)c1	20	1	-2	3	3	3	8	13	8
CCOc1ccc(NC(=O)C(CC(=O)O)Cc2ccccc2)cc1 (configuration not stated)	-23	-1	0	3	-12	-1	-5	-5	-5
O=C(COC(=O)C1=COCCO1)NC(=O)c1ccc(OC(F)F)cc1	12	0	2	1	-11	-4	7	7	5
CC(=O)N(C(C)=O)c1nc(-c2ccccc2)cn1/N=C/c1ccccc1	-8	2	3	2	-2	8	2	7	4
Cn1cccc1/C=N/N1CCN(Cc2cccc3ccccc23)CC1	-4	0	-2	-2	36	7	-7	13	6
COc1ccc(OCC(=O)Nc2nccs2)cc1	-7	2	2	-1	-4	3	-1	-7	15
COc1cccc(C(=O)N/N=C/c2ccc(Oc3ccc([N+](=O)[O-])cn3)c(OC)c2)c1	-3	-1	-3	0	-31	5	12	9	4
CC(=O)N/C(=C/c1cccnc1)C(=O)Nc1ccc(Cl)cc1	-9	0	4	7	8	3	5	-1	12
COC(=O)[C@H](C)NC(=O)Nc1ccc(C)c(C)c1	-1	1	3	2	0	0	-13	9	5
COC(=O)N/N=C\c1ccc(OC(=O)c2ccco2)cc1	13	1	-6	nt	6	-4	-2	nt	-6
CC(=O)c1cc2c(cc1NC(=O)c1ccco1)OCCO2	5	-3	0	-1	1	-5	11	0	3
O=C(CSc1nncn1-c1ccccc1)Nc1cc(Cl)cc(Cl)c1	8	0	-4	-1	-4	-2	-8	-5	-2
CN(Cc1ccccc1)C(=O)COC(=O)c1ccc(Br)c(S(=O)(=O)N2CCOCC2)c1	nt	nt	-5	10	3	nt	nt	3	nt
O=C(CCCn1c(SCc2cccc(F)c2)nc2ccccc2c1=O)NCC1CCCO1 (configuration not stated)	14	2	2	4	19	3	11	7	-1
Cc1sc(NC(=O)C2CCCCC2C(=O)O)c(C(N)=O)c1-c1ccc(C(C)C)cc1 (configuration not stated)	9	-1	-3	2	5	18	0	3	-31
O=C(CCn1cnnn1)Nc1ccc(Cl)cc1Cl	-8	-1	-5	7	4	1	-1	3	4

# Given with two lines to a compound: part of the list above.
# Value order – ZTA DNA inh	LYPLA1 counter	PAD4 FP inh	PAFAH1B3 FP inh	PREPL inhibitor	LYPLA2 inh	EBNA-1 inh	PAFAH2 FP inh	GSTO1 counter
COc1ccc(OCC(=O)Nc2nccs2)cc1
 : -7	2	2	-1	-4	3	-1	-7	15
COc1cccc(C(=O)N/N=C/c2ccc(Oc3ccc([N+](=O)[O-])cn3)c(OC)c2)c1
 : -3	-1	-3	0	-31	5	12	9	4

# Additional structures follow:
mol	ZTA DNA inh	LYPLA1 counter	PAD4 FP inh	PAFAH1B3 FP inh	PREPL inhibitor	LYPLA2 inh	EBNA-1 inh	PAFAH2 FP inh	GSTO1 counter
CC1CCN(CCOc2ccc(Cl)c(Cl)c2)CC1	3	0	4	6	12	0	0	1	2
CC(C(=O)NC1CCCCC1)N1C(=O)C2C3C=CC(C3)C2C1=O (configuration not stated)	4	2	-2	4	1	-3	3	0	3
Cc1ccc(S(=O)(=O)c2cc3c(=O)n4ccccc4nc3n(Cc3ccco3)c2=N)cc1	12	-12	-4	9	1	-5	0	23	-3
O=C(CSc1nc(=O)n(CCCN2CCOCC2)c2c1CCCC2)Nc1cccc(Cl)c1	6	-1	-5	13	12	3	0	-38	-11
CC(=O)Nc1ccc(NC(=O)CSc2ncc(C(=O)Nc3ccc(Cl)cc3)c(=O)n2C)cc1	8	4	-5	3	19	2	-11	-3	-5
CN(CC(=O)NCc1ccncc1)S(=O)(=O)c1ccc(Cl)cc1	8	-2	2	7	-11	-1	-4	3	3
O=C(CSc1nnc(-c2ccccn2)o1)Nc1ccc(F)cc1	-14	-1	3	-3	13	3	2	-11	8
CC12COC3(C(=O)Nc4ccc(Cl)cc4)CC1CCC32C (configuration not stated)	13	2	0	-3	-5	0	12	-4	11
CCN1CCN(c2cc(C)c3cc(NC(=S)N4CCCC4)ccc3n2)CC1	-21	-2	-5	1	8	8	-8	-6	14
COc1ccc(NC(=O)C2CCN(S(=O)(=O)c3c(C)noc3/C=C/N(C)C)CC2)cc1	0	-2	-8	5	6	6	8	-2	-4
O=C1CN(C(=O)CNCc2ccccc2)c2ccccc2N1	-6	-3	-8	7	-4	-2	-14	-4	-3
Cc1cccc(C(=O)Nc2sc(C)c(-c3ccccc3)c2C#N)c1	0	-10	-2	-4	3	-13	0	47*	-11
CN(C)C1=NC[C@H](Cc2ccccc2)N1CCCC1CCCC1	3	2	1	-9	-1	1	2	11	23
COc1ccc(NC(=O)COC(=O)CCNC(=O)c2ccco2)cc1Cl	nt	nt	0	3	-1	nt	nt	0	nt
CCCCOc1ccc(NC(=O)C2CC=CCC2C(=O)O)cc1 (configuration not stated)	25	0	-2	1	0	3	0	-1	1
Cc1ccc(Cn2c(C(C)Nc3nc(-c4ccc(F)cc4)cs3)nc3cc(C(=O)NCCCO)ccc32)cc1 (configuration not stated)	-4	-5	-1	-5	-5	-1	2	0	3
COc1ccc(N(CC(=O)Nc2ccc3c(c2)OCO3)S(C)(=O)=O)c(OC)c1	2	-3	2	5	13	-1	-17	3	-6
Cc1ccnc(NS(=O)(=O)c2ccc(NC(=O)C3CCCCC3)cc2)n1	-1	-1	-1	3	7	1	6	3	-10
COC(=O)Cc1[nH]nc2c1C(C1C=CCCC1)C(C#N)=C(N)O2 (configuration not stated)	-3	3	1	8	-5	-2	4	5	16
O=C(COC(=O)c1ncc(Cl)c(Cl)c1Cl)NCCc1ccccc1	5	-2	4	11	-19	-5	-5	-3	-2
COc1ccc(OCC(=O)NNC(=O)c2cccnc2)cc1	-1	2	-7	6	-4	8	-6	8	19
CCN(C(=O)COC(=O)c1ccccc1OCc1ccc(Cl)cc1)C1CCS(=O)(=O)C1 (configuration not stated)	nt	nt	0	4	-14	nt	nt	0	nt
CC1=CC(=Nc2c(C)n(C)n(-c3ccccc3)c2=O)C=C(C)C1=O	10	-1	-1	6	4	0	5	-7	50*
NS(=O)(=O)c1ccc(CCNC(=O)CSc2nc3ccsc3c(=O)n2CCCCCC(=O)O)cc1	1	0	-6	6	2	13	-8	-2	-4
Cc1ccccc1C(=O)Nc1sc(C)c(C)c1C(=O)c1ccccc1	12	-2	-3	-5	-27	0	-5	1	-4
NS(=O)(=O)c1ccc(N/N=C2/CCCc3ccccc32)c([N+](=O)[O-])c1	-27	-2	-2	3	7	5	-11	-1	1
Cc1cccc(NC(=O)Cc2noc3ccccc23)c1	-26	1	-3	-1	-7	5	-7	0	3
O=C(COC(=O)c1ccccc1Oc1ccccc1)NC1CCS(=O)(=O)C1 (configuration not stated)	14	4	-5	5	0	4	-4	0	-1
CCCCc1nc(C(N)=O)c2[nH]c(=O)n(-c3ccccc3F)c2n1	8	-2	-5	9	-6	0	5	9	2
O=c1c2ccccc2cnn1Cc1n[nH]c(=S)n1C1CC2CCC1C2 (configuration not stated)	5	-2	1	-6	6	-2	5	5	9
CC(=O)Nc1ccc(NC(=O)C(C)OC(=O)CN(C)S(=O)(=O)c2ccc(Cl)cc2)cc1 (configuration not stated)	-6	-1	3	5	1	-3	-5	9	2

# The list is partial, so the mix of outcomes need not match the whole.
